Abeta rescue: compounds reversing amyloid beta toxicity in yeast. yeast expressing A-beta42, growth rescue, OD600, 48 h; response scale: 0% DMSO, 100% iron-clioquinol control. Potency, µM (series often up to 46.1 µM), inactives show at the highest dose growth rescue, hits mostly activators. 410,000 compounds, 0.063% hits; further: potency means the concentration at half of the fitted maximal effect; nearly all actives have a fitted effect of over 55% in size
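Yeast growth medium received pinned compounds, then yeast cells expressing toxic A-beta were added; plates incubated at 30 C for 48 hr. Growth read as absorbance at 600 nm, normalized to DMSO and equimolar FeCl3 plus clioquinol controls.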
Akt phos inh: inhibitors of Akt phosphorylation; Neuro2A IGF-stimulated pAkt S473 HTRF, 20 min; stronger effect = lower value; activity change, % for hits at 50 µM; 360,000 compounds, 0.32% hits; AID 651550; in the data active means activity change below about -80%; inconclusive means mostly about -51% to -80%; further: on the % scale 0 is the no-effect control and ±100 the full control effect
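Single-point screen (50 µM final compound) in Neuro2A cells stimulated 20 min with 6 nM IGF at 37 deg C. After lysis, Ser473-phosphorylated Akt read by HTRF (ex 330 nm, em 615/665 nm) as the 665/615 ratio.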
CCT chaperon mod: cytosolic chaperonin activity modulation; purified chaperonin ATPase assay, HTRF ADP detection, 30 min; activity change, % (no concentration beside the values), hits read low; 360,000 compounds, 0.3% hits; AID 651819; in the data active means activity change below about -30%; further: on the % scale 0 is the no-effect control and ±100 the full control effect
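TRiC (40 or 20 nM final, by batch activity) in 30 mM Tris pH 7.4, 100 mM KCl, 5 mM MgCl2, 1 mM DTT was treated with compound at 76 uM single dose, then 10 uM ATP, 30 min at 37 °C. ADP was read by HTRF Transcreener.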
HepG2 viability: counter-screen for TGF-b inhibitors: cytotoxicity in HepG2 cells; HepG2 CAGA-GFP viability, ATP luminescence, 18 h; Potency, µM (titrated, usually from 46.1 µM), for the others: at the top dose activity change, negative = cytotoxicity, hits mostly cytotoxic; 410,000 compounds, 0.76% hits; AID 588856; further: potency means the concentration at half of the fitted maximal effect; some results filed as inactive show a strong effect at the top dose
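CellTiter-Glo luminescence gave cytotoxicity after 18 hours at 37 degrees C. The cells were HepG2 CAGA-GFP in 1% FBS DMEM, stimulated with 500 pg/mL TGF-beta after compound addition. %Activity was normalised to no-cell wells (complete cell-killing) and DMSO (no toxicity), and curves were fitted and classified.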
Nrf2 activator: activators of Nrf2 (ARE) signaling; AREc32 ARE-luciferase reporter (MCF7-derived line), luminescence, 24 h; Potency, µM (titrated, usually from 46.1 µM), without a hit: top-dose activation, most hits filed as activators; 410,000 compounds, 0.31% hits; AID 624171; further: potency means the concentration at half of the fitted maximal effect; % of control where 0% means no effect; nearly all actives have a fitted effect of over 65% in size
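Cells of the AREc32 ARE-luciferase line are plated in OPTI-MEM containing 5% FBS and left overnight at 37 deg C. Compounds are pinned in, incubation continues 24 hr, and firefly luciferase signal is then measured.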
TGFb inhibitor: inhibitors of TGF-b signaling; HepG2 CAGA-GFP TGF-b/SMAD3 reporter, GFP fluorescence, 18 h; TGF-beta stimulated, 500 pg/mL final; Potency, µM (titrated, usually from 46.1 µM), without a hit: top-dose activity, negative = inhibition, most hits filed as inhibitors; 410,000 compounds, 1.2% hits; AID 588855; further: potency means the concentration at half of the fitted maximal effect; on the % scale 0 is the no-effect control and ±100 the full control effect; nearly all actives have a fitted effect of over 65% in size
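Using HEPG2 CAGA-GFP reporter cells at 1000 cells/well, we pinned test compounds, stimulated with recombinant TGF-beta (500 pg/mL final) and measured total well GFP after 18 h.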
MmCpn inh: inhibitors of Methanococcus maripaludis chaperonin (MmCpn); 330,000 compounds, 0.031% hits; Potency, µM (titrated, usually from 76.9 µM), without a hit: at the top dose activity, negative = inhibition, usual class: inhibitors; purified Mm-Cpn ATPase, ADP Transcreener TR-FRET; further: potency means the concentration at half of the fitted maximal effect; on the % scale 0 is the no-effect control and ±100 the full control effect; nearly all actives have a fitted effect of over 80% in size
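Purified archaeal chaperonin (25 nM final) was preincubated with compound for 10 min at 37°C, then ATP (10 uM final) was added for 30 min at 37°C in Tris pH 7.4/KCl/MgCl2/DTT buffer. ADP was quantified by HTRF Transcreener TR-FRET.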
Nrf2 inh: blocks Nrf2 signaling | 360,000 compounds, 2.1% hits | Potency, µM (top dose mostly 46 µM), for the others: at the highest dose activity change, negative = inhibition, usual class: inhibitors | A549 ARE-Fluc reporter, luciferase luminescence, 18-24 h | AID 504444; further: potency means the concentration at half of the fitted maximal effect; on the % scale 0 is the no-effect control and ±100 the full control effect; nearly all actives have a fitted effect of over 60% in size
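Reporter: ARE-Fluc in A549. Exposure: 18-24 h, 37 °C, 5% CO2, 5% FBS OPTI-MEM. Readouts: fluorescent cytotoxicity (CellTiter-Fluor), then luminescent Nrf2 signal after BugLite.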
A549 viability: A549 cytotoxicity, counter-screen for Nrf2 inhibitors. A549 ARE-Fluc cells, CellTiter-Fluor viability, 18-24 h. Potency, µM (highest dose often 46 µM), inactives show at the top dose activity change, negative = cytotoxicity, actives largely listed as inhibitors. 390,000 compounds, 0.16% hits. AID 504648; further: potency means the concentration at half of the fitted maximal effect; on the % scale 0 is the no-effect control and ±100 the full control effect
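A549 ARE_Fluc cells in 5% FBS OPTI-MEM were exposed to compounds in concentration-response for 18-24 h at 37 deg C. Viability was read by CellTiter-Fluor fluorescence (Ex 405/Em 525) after 30 min, before the luciferase read.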
* hit, by the source's call; i = inactive; u = inconclusive; x = not tested or not shown; [ ] = remark or other dose. Unless noted, the call rests on the fitted dose curve; in most records, active means well fitted curve in the direction sought with a large enough effect; inconclusive means small, poorly fitted or top-dose-only effect, or another doubt; inactive means no such curve, though single readings can be large; an effect the other way counts as inactive or inconclusive.

entry | Molecule | Abeta rescue | Akt phos inh | CCT chaperon mod | HepG2 viability | Nrf2 activator | TGFb inhibitor | MmCpn inh | Nrf2 inh | A549 viability
1 | Cc1ccc(S(=O)(=O)N2CCOCC2)cc1NC(=O)COC(=O)c1n[nH]c(=O)c2ccccc12 | 2% | i | -3.6 | -18% | 2.8% | -5% | 0% | u | u
2 | COc1ccc(NS(=O)(=O)c2cc(NC(=O)CCNC(=O)c3ccco3)ccc2OC)cc1 | 7% | i | 3.4 | -15% | -1.7% | -8% | 1% | -4% | 0%
3 | CCOC(=O)c1cnn(-c2cc(Oc3ccccc3C)ncn2)c1N | -16% | x | -3.7 | 8% | 6.0% | 5% | 1% | 3% | -1%
4 | CNS(=O)(=O)c1cccc(C(=O)OCC(=O)Nc2ccc(N3CCCCC3)cc2)c1 | 9% | i | -1.0 | -5% | 1.7% | -1% | 0% | 12% | 12%
5 | CCN(CC(=O)Nc1cc(Cl)ccc1Cl)C(=O)c1ccc(-n2cccn2)cc1 | 8% | i | 0.7 | -8% | -0.2% | 4% | 0% | -14% | 0%
6 | O=C(NCc1ccco1)c1ccc2c(c1)N(Cc1ccccc1)C(=O)c1ccccc1S2(=O)=O | -3% | x | x | -15% | 5.0% | x | x | -17% | 0%
7 | CCOC(=O)C(C)Sc1nc2c(c(=O)[nH]c(=O)n2C)n1Cc1ccc(Cl)cc1 (stereo not drawn) | 6% | i | -2.2 | -7% | 0.0% | 1% | -1% | 3% | -2%
8 | COc1ccccc1NC(=O)N(C)C[C@H]1OCc2cnnn2CCCC(=O)N([C@H](C)CO)C[C@@H]1C | -12% | i | -3.1 | -7% | -0.4% | 3% | x | x | x
9 | C=CCn1c(N/N=C/c2ccc(O)cc2)nc2ccccc2c1=O | 11% | i | -0.5 | -48% | 7.3% | -17% | 2% | -17% | 0%
10 | Cc1cccc(C(=O)OCC(=O)Nc2nnc(-c3ccccc3)o2)c1O | 0% | i | -2.3 | -31% | -0.1% | -9% | -1% | 3% | -5%
11 | COc1ccccc1N1CCN(CC(O)c2ccccc2)CC1 (stereo not drawn) | 2% | i | -0.4 | -10% | -0.4% | -12% | 0% | -6% | -4%
12 | CCCNC(=O)C1CC(c2cccc(F)c2)=NO1 (stereo not drawn) | 3% | i | -3.0 | 0% | 2.3% | -2% | -1% | 18% | 1%
13 | N#CCCn1c(SCC(=O)NCCc2ccc(F)cc2)nc2ccccc21 | 0% | i | 0.3 | 2% | 3.7% | -4% | 0% | 9% | 2%
14 | COc1cc(OC)c(C(=O)OCC(=O)NCCc2ccccc2)cc1OC | -6% | i | -1.9 | -5% | -0.4% | -7% | -29% | -20% | -5%
15 | COc1cc(C(=O)NCC(=O)NCC(c2ccco2)N2CCCCC2)cc(OC)c1OC (stereo not drawn) | 4% | i | 1.3 | -8% | 0.0% | -5% | 2% | 0% | 0%
16 | CSC1=N/C(=C\c2ccc3c(c2)OCO3)C(=O)S1 | -9% | i | 1.0 | 3% | 0.5% | 16% | 2% | x | -2%
17 | OC(COc1ccc2ccccc2c1Br)Cn1cnc(-c2ccccc2)c1 (stereo not drawn) | -91%[inhibitor] | i | -1.3 | -111% | 3.4% | u | -24% | -20% | 3%
18 | CCOC(=O)c1ccc(NC(=S)NCc2ccco2)cc1 | u | i | -0.5 | -2% | 2.8% | 0% | 3% | 12% | 4%
19 | COc1ccc(C2CC(c3ccccc3)=NN2c2ccc(C(N)=O)cc2)cc1 (stereo not drawn) | 16% | i | -7.1 | -58% | 7.3% | 16µM* | -5% | -26% | 4%
20 | CCC(Sc1nnc2c(n1)[nH]c1ccccc12)C(=O)Nc1ccccc1OC (stereo not drawn) | -14% | x | x | -22% | 6.5% | u | x | 8% | -18%
21 | CC(=O)C1=C(C)OC2(O)c3ccccc3C(=O)C12O (stereo not drawn) | 23% | i | 1.9 | -5% | u | -17% | -1% | -19% | -6%
22 | OCC(O)CN(c1ccccc1)c1ccccc1 (stereo not drawn) | 5% | i | -1.8 | -2% | -0.9% | 38% | 0% | 0% | -4%
23 | COc1ccc(N2CCN(C(=O)CSc3n[nH]c(-c4ccccc4Cl)n3)CC2)cc1 | -7% | x | x | -10% | 5.4% | -7% | x | x | 1%
24 | CCC(=O)Nc1ccc2c(c1)nc1n2CCSC1 | 8% | i | -3.2 | -4% | 0.0% | 7% | 0% | 6% | 20%
25 | COc1ccccc1NC(=O)CSc1nnc(-c2ccncc2)n1CC1CCCO1 (stereo not drawn) | 1% | i | -4.5 | -14% | -0.8% | -8% | 0% | 14% | 1%

Overlap with the part before: three compounds, followed by the next part.
entry | Molecule | Abeta rescue | Akt phos inh | CCT chaperon mod | HepG2 viability | Nrf2 activator | TGFb inhibitor | MmCpn inh | Nrf2 inh | A549 viability
23 | COc1ccc(N2CCN(C(=O)CSc3n[nH]c(-c4ccccc4Cl)n3)CC2)cc1 | -7% | x | x | -10% | 5.4% | -7% | x | x | 1%
24 | CCC(=O)Nc1ccc2c(c1)nc1n2CCSC1 | 8% | i | -3.2 | -4% | 0.0% | 7% | 0% | 6% | 20%
25 | COc1ccccc1NC(=O)CSc1nnc(-c2ccncc2)n1CC1CCCO1 (stereo not drawn) | 1% | i | -4.5 | -14% | -0.8% | -8% | 0% | 14% | 1%
26 | O=C(/C=C\c1cccs1)N1CCN(Cc2ccc3c(c2)OCO3)CC1 | -17% | i | -0.4 | -6% | -0.5% | -2% | 0% | 2% | 3%
27 | COc1ccc(NC(=O)Nc2ccc([N+](=O)[O-])cc2)cn1 | -29% | i | 1.8 | -4% | -0.1% | -3% | 1% | 8% | 6%
28 | NC(=S)N1CCCc2ccccc21 | u | i | -0.8 | 12% | 0.0% | 4% | 2% | 13% | 7%
29 | COC(=O)[C@H]1C[C@H](OC(=O)NCC2CCCCC2)[C@@]2(O)CN(S(=O)(=O)c3ccc(C)cc3)CC2[C@H]1C(=O)OC (stereo partly drawn) | -1% | i | 0.1 | -15% | 5.7% | -14% | x | x | x
30 | COc1ccc(C2=NN(c3nc4ccccc4s3)C(=O)/C2=C\N(C)C)cc1 | -27% | i | -7.5 | 0% | 4.3% | -9% | -2% | 10% | -14%
31 | CCN(CC)S(=O)(=O)c1cc(C(=O)OCC(=O)NC(=O)c2cccn2C)ccc1C | 5% | i | -2.7 | -4% | -0.3% | -22% | 1% | 11% | -2%
32 | CN(/C=C/c1c([N+](=O)[O-])c(=O)n(C)c(=O)n1C)c1ccccc1 | -4% | i | -3.1 | -4% | 0.0% | 2% | 0% | 1% | -12%
33 | Cc1ccc(NC(=O)Nc2nc3c(s2)CCCCCC3)cc1C | -1% | x | x | -79% | 0.9% | 2% | x | x | 6%
34 | COc1ccc(C(=O)NCCCNC(=O)c2cnccn2)cc1 | 10% | i | -0.8 | -11% | -1.0% | 3% | -2% | 7% | 2%
35 | O=C(CSc1c[nH]c2ccccc12)NC1CCCC1 | 2% | i | -0.5 | -3% | 0.6% | -3% | 2% | -3% | 2%
36 | O=C(Nc1cccnc1)c1ccc(S(=O)(=O)N2CCCCCC2)cc1 | u | i | 0.7 | -1% | 0.6% | 17% | 1% | -15% | -2%
37 | CC(C)c1ccc(/C=C(\NC(=O)c2ccccc2)C(=O)NCCCn2ccnc2)cc1 | -16% | x | 0.3 | -16% | -0.8% | 0% | 2% | 10% | -3%
38 | CCc1nc(Nc2ccccc2)c2nnn(Cc3ccccc3)c2n1 | u | i | -1.3 | -30% | 5.0% | u | -3% | -16% | 7%
39 | Cc1ccc(C(=O)NC2CCN(C(=O)NC3CCCCC3)CC2)cc1 | 13% | i | -0.8 | 5% | 0.0% | 20% | 1% | 9% | -10%
40 | Clc1ccc(-c2ncc3ccccn23)cc1 | 8% | i | 0.4 | -11% | 16% | -19% | 1% | u | -4%
41 | COc1ccc(-c2ccc(CN3C(CC(C)C)C(=O)N(Cc4cn(CC5CCCCC5)nn4)CCS3(=O)=O)cc2)cn1 (stereo not drawn) | 1% | i | -2.1 | -7% | -2.6% | u | x | x | x
42 | CN(Cc1cnc2nc(N)nc(N)c2n1)c1ccc(C(=O)NC(CCC(=O)O)C(=O)O)cc1 (stereo not drawn) | -5% | i | -0.3 | 0.28µM* | 0.0% | -27% | x | 0.29µM* | -9%
43 | O=C(Cc1ccc([N+](=O)[O-])cc1)N1N=C(C2CC2)CC1(O)C(F)(F)F (stereo not drawn) | -3% | i | 1.2 | -2% | -0.5% | -2% | -1% | -11% | 2%
44 | Cc1cc(C)c(C)c(S(=O)(=O)N2CCC(C(=O)NCCCN3CCCC3=O)CC2)c1C | 8% | i | -2.2 | -9% | -0.5% | -18% | 2% | u | 1%

Part of the list above in order of heavy-atom count, ascending:
entry | Molecule | Abeta rescue | Akt phos inh | CCT chaperon mod | HepG2 viability | Nrf2 activator | TGFb inhibitor | MmCpn inh | Nrf2 inh | A549 viability
35 | O=C(CSc1c[nH]c2ccccc12)NC1CCCC1 | 2% | i | -0.5 | -3% | 0.6% | -3% | 2% | -3% | 2%
33 | Cc1ccc(NC(=O)Nc2nc3c(s2)CCCCCC3)cc1C | -1% | x | x | -79% | 0.9% | 2% | x | x | 6%
43 | O=C(Cc1ccc([N+](=O)[O-])cc1)N1N=C(C2CC2)CC1(O)C(F)(F)F (stereo not drawn) | -3% | i | 1.2 | -2% | -0.5% | -2% | -1% | -11% | 2%

Screening results as filed in PubChem.
